Screening data deposited in PubChem BioAssay by Johns Hopkins Ion Channel Center.
KCNQ1 inh – inhibitors of human KCNQ1 channel, primary screen, cell-based, thallium flux, high-throughput; B-score at 10 µM; CHO-K1 KCNQ1, FluxOR thallium flux fluorescence; hits give high values; 1.3% of 310,000 active; AID 2642, 2010; Potassium voltage-gated channel subfamily KQT member 1 (Homo sapiens), P51787;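 active means compounds whose thallium flux B-score, printed positive for inhibition, exceeds three library SD while starting fluorescence stays within three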;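 further: channel opened by potassium depolarization with thallium stimulus after 20 min compound exposure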
KCNK3 inh – human KCNK3 channel inhibitors, primary screen, CHO cells, FluxOR thallium flux, B-score; Potassium channel subfamily K member 3 (Homo sapiens), O14649; 0.84% of 340,000 active; FluxOR fluorescence; hits give low values; B-score at 10 µM;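 active means B-score under library mean minus 4 SD, starting fluorescence ratio at most library mean plus 5 SD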;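 further: more negative B-score means stronger inhibition of thallium flux through KCNK3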
Target sequence (O14649 whole entry, looked up): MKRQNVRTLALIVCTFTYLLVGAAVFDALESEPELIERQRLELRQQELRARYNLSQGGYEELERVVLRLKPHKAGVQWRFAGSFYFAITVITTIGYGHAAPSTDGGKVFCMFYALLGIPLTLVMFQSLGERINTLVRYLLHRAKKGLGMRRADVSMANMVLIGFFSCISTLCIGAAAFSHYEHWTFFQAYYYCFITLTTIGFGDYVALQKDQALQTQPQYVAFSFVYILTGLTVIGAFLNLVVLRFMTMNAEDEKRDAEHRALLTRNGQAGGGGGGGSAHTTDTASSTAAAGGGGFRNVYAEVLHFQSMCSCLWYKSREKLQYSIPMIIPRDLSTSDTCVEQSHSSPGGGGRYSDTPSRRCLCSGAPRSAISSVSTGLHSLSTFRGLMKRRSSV
MrgX1 agonist – agonists of human MrgX1 receptor, primary screen, HEK293 cells, Fluo-4 calcium flux; 0.44% of 310,000 active; Mas-related G-protein coupled receptor member X1 (Homo sapiens), Q96LB2; B-score at 10 µM; Fluo-4 calcium fluorescence, agonist mode; hits give high values; AID 588627, 2011;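 active means calcium response B-score plate-corrected fluorescence ratio at least 3 library SD, with starting fluorescence B-score inside 5 SD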
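Assay system: stable human MrgX1 HEK293 cell line. Quantity: 15,000 cells per well. Schedule: cells plated overnight, dye loaded 0.5 h 37 °C, 0.5 h room temperature. Detection: Fluo-4 NW calcium-flux fluorescence, kinetic read. Read-out basis: peak-minus-minimum fluorescence over baseline, converted to B scores. Control set: positive and negative control wells on each plate.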
ANO1 block – TMEM16A chloride channel inhibitors, primary screen, cell-based, HTS; AID 588511, 2011; HEK293 TMEM16A/YFP iodide influx fluorescence, ionomycin; Anoctamin-1 (Mus musculus), Q8BHY3; 1.2% of 310,000 active; normalized B-score (activity score, 25-100; higher = stronger inhibition) at 10 µM;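 active means ratio plate-corrected score three or more library SD toward inhibition, starting fluorescence score within five deviations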;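 further: score derived from kinetic fluorescence span divided by baseline fluorescence per well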
hERG rescue – hERG rescue from dofetilide block, primary screen, cell-based, CHO-hERG, FluxOR thallium flux, dofetilide IC70 | AID 1511, 2009 | dofetilide IC70 present | activation (rescue from dofetilide block), less the hit threshold, % at 10 µM | 0.51% of 310,000 active;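 active means activation above the mean of controls blocked by dofetilide plus 5 SD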;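 further: thallium influx through hERG after potassium depolarization seen as dye fluorescence rise; in these data hits start at about 4.7%; inactives centre near -7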
KCNQ1 act – potentiators or activators of KCNQ1 channel, primary screen, cell-based, thallium flux, high-throughput. Potassium voltage-gated channel subfamily KQT member 1 (Homo sapiens), P51787. CHO-K1 KCNQ1, thallium flux FluxOR fluorescence; hits give high values. B-score at 10 µM. 0.35% of 310,000 active. AID 2648, 2010;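 active means fluorescence ratio B-score, a plate-corrected score, at least three library SD, with initial intensity B-score within 5 SD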
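System: Stable KCNQ1 CHO-K1 line | Incubation: 90 min dye loading and 20 min compound exposure, both at room temperature | Measure: Ratio B score | Medium: Assay buffer for compound exposure, DMSO matched across wells | Compound dosing: Single-concentration screen | Probe or stimulus: K+/Tl+ depolarizing stimulus | Measured by: Kinetic FluxOR fluorescence, 10 s baseline plus 110 s post-stimulus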
RGS4 inh – RGS4 inhibitors, primary screen, cell-based, HEK293 M3R inducible RGS4, calcium flux; Regulator of G-protein signaling 4 (Homo sapiens), P49798; Fluo-4 calcium flux; hits give high values; triggered by carbachol at its EC20; B-score at 10 µM; 0.45% of 310,000 active; AID 463165, 2010;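 active means B-score, a plate-corrected calcium signal, over three deviations above library mean, with baseline fluorescence within five deviations of library mean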;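 further: RGS4 expression induced by doxycycline in cells with stable M3 receptor; B-score is computed from the integrated fluorescence ratio over baseline after carbachol; higher B-score means a larger calcium signal and so more RGS4 inhibition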
Target sequence (P49798 whole entry, looked up): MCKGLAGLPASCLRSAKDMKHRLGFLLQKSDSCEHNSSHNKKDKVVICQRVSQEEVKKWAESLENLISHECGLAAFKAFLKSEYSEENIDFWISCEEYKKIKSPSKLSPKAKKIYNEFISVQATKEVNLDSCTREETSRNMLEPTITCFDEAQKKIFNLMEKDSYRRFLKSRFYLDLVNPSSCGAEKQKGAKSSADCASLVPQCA
KCNK9 block – KCNK9 potassium channel inhibitors, primary screen, HEK293 cells, thallium flux; Potassium channel subfamily K member 9 (Homo sapiens), Q9NPC2; 1.2% of 310,000 active; FluxOR thallium flux fluorescence; hits give low values; AID 488922, 2010; B-score at 10 µM;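 active means ratio B-score over 3 SD below the library mean, with starting fluorescence within 5 SD of its mean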;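 further: negative B-score means less thallium flux so channel inhibition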
Target sequence (Q9NPC2 whole entry, looked up): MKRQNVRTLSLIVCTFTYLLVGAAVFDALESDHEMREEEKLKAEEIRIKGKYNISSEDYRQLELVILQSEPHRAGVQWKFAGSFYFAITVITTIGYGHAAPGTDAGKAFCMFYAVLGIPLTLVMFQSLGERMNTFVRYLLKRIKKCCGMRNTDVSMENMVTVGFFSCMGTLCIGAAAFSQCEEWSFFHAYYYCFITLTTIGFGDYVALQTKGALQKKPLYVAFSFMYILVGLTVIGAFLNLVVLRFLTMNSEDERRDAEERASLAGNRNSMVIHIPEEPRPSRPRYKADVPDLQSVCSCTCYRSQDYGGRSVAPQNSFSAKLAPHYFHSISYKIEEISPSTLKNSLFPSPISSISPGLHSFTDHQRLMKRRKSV
TMEM16A act – TMEM16A chloride channel activators or potentiators, primary screen, cell-based, HTS; 0.3% of 340,000 active; Anoctamin-1 (Mus musculus), Q8BHY3; HEK293 TMEM16A/YFP-H148Q/I152L, iodide quench fluorescence; hits give low values; B-score at 10 µM;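 active means fluorescence-ratio B-score plate-corrected deviation score at least 3 library SD below zero, with starting fluorescence score within 5 deviations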;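 further: channel opened by trigger with iodide after compound preincubation; score built on the fluorescence ratio of max minus min over baseline; more negative score means more quench and so TMEM16A activation or potentiation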
RGS4 pot – RGS4 potentiators or activators, primary screen, cell-based, HEK293 M3R inducible RGS4, calcium flux. carbachol calcium flux Fluo4; hits give low values. B-score at 10 µM. 0.92% of 310,000 active;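 active means B-score of the integrated calcium signal more than 4 SD below the library mean, with starting fluorescence not abnormally high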;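 further: negative B-score means reduced calcium response which marks RGS4 activation or potentiation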
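Material: Inducible-RGS4 HEK293 cells carrying M3 receptor; also added: carbachol at ECmax as muscarinic agonist stimulus; incubation: compound preincubation 20 min at room temperature before agonist; signal: Fluo4-AM (2 µM) calcium-flux fluorescence, kinetic read; measure: integrated calcium ratio converted to B score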
MrgX1 PAM – positive allosteric modulators of MrgX1, primary screen, HEK293 cells, Fluo-4 calcium flux | FDSS; hits give high values | 0.63% of 310,000 active | B-score at 10 µM | AID 588675, 2011 | Mas-related G-protein coupled receptor member X1 (Homo sapiens), Q96LB2;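 active means plate-corrected calcium response at least 3 library SD above typical, normal starting fluorescence, not activating the receptor alone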;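 further: compound read alongside a low EC10 to EC30 dose of BAM8-22 agonist; peak minus trough fluorescence over baseline measured at the second addition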
Starred values were filed as active, the others as inactive; i = inactive; x = no result given.

SMILES	KCNQ1 inh	KCNK3 inh	MrgX1 agonist	ANO1 block	hERG rescue	KCNQ1 act	RGS4 inh	KCNK9 block	TMEM16A act	RGS4 pot	MrgX1 PAM
COc1ccc(NC(=O)CN(C)S(=O)(=O)c2ccc3c(c2)CC(C)N3C(C)=O)cc1OC (stereo not drawn)	i	i	i	i	-8.7	i	i	i	i	i	i
O=C(NC1CCN(Cc2ccccc2)CC1)c1ccc(Cl)cc1Cl	i	i	i	i	-2.2	i	i	i	i	i	i
Cc1ccn2c(NC3CCCC3)c(-c3ccncc3)nc2c1	i	i	i	i	-11.0	i	i	i	i	i	7.28*
CC(NC(=O)C1(S(=O)(=O)c2ccc(Cl)cc2)CC1)c1ccccc1 (stereo not drawn)	i	i	i	i	-5.3	i	i	i	i	i	i
O=C(Cc1ccccc1)Nc1ccc2[nH]ncc2c1	i	i	i	i	-6.2	i	i	i	i	i	i
CCCC(=O)N(Cc1cccnc1)c1nc2c(OC)ccc(Cl)c2s1	i	i	i	i	-8.5	i	i	i	i	i	i
COCCn1c(SCC(=O)Nc2cc(C(C)(C)C)nn2-c2ccccc2)nnc1-c1ccncc1	i	i	i	i	-7.0	i	i	i	i	i	i
O=C(CSc1nnnn1-c1ccc(F)cc1)Nc1ccc(N2CCOCC2)c(Cl)c1	i	i	i	i	-5.3	i	i	i	i	i	i
Cc1nc(C)c(C(=O)Nc2ncc([N+](=O)[O-])s2)o1	i	i	i	i	-13.4	i	i	i	i	i	i
Cc1ccc(S(=O)(=O)/N=C(/Nc2ccccn2)c2ccc(Cl)cc2)cc1	i	i	i	i	-2.8	i	i	i	i	i	i
N#CC1=C(N)SC(N)=C(C#N)C1c1c(Cl)cccc1Cl	i	i	42*	i	-16.9	i	i	i	i	i	i
CCc1nnc(NC(=O)CSc2nc(-c3ccccc3)cc(-c3ccc(OC)cc3)c2C#N)s1	i	i	i	i	6.4*	i	i	i	i	i	i
Cc1c(Cl)c([N+](=O)[O-])nn1CC(=O)NC(C)c1ccccc1 (stereo not drawn)	i	i	i	i	-12.8	i	i	i	i	i	i
CC(CC(=O)O)CC(=O)Nc1nncs1 (stereo not drawn)	i	i	i	i	-7.8	i	i	i	i	i	i
CCN(c1ccccc1)S(=O)(=O)c1ccc(C(=O)Nc2nnc(C3CC3)o2)cc1	i	i	i	i	-1.9	i	i	i	i	i	i
COCCN1CCC(CNCc2c(C(=O)N3CCCCC3)nc3c(C)cccn23)C1 (stereo not drawn)	i	i	i	i	-9.8	i	i	i	i	i	i
CC1CCCN(C(=O)CCNS(=O)(=O)c2ccc3c(c2)c(=O)n(C)c(=O)n3C)C1 (stereo not drawn)	i	i	i	i	-1.3	i	i	i	i	i	i
CCOC(CNC(=O)c1ccc2c(c1)ncn2-c1cccc(F)c1)OCC	i	i	i	i	-11.3	i	i	i	i	i	i
CCOc1ccc(C(=O)NCC(=O)NCC(c2ccc(OC)cc2)N2CCOCC2)cc1OCC (stereo not drawn)	i	i	i	i	-14.1	i	i	i	i	i	i
COC(=O)/C=C/CSC1=N/C(=C/c2ccc(-n3cncn3)cc2)C(=O)N1	i	i	i	i	-10.3	i	i	i	i	i	i
CCC(Cc1ccccc1)NS(=O)(=O)c1csc(C(N)=O)c1 (stereo not drawn)	i	i	i	i	-3.1	i	i	i	i	i	i
CC1C(=O)NN=C1C(=O)N/N=C/c1ccco1 (stereo not drawn)	i	i	i	i	-11.8	i	i	i	i	i	i
COC(=O)c1ccc(C2C(Oc3ccccc3C)C(=O)N2CCc2ccc(OC)c(OC)c2)cc1 (stereo not drawn)	i	i	i	i	-7.0	i	i	i	i	i	i
COc1ccc2nc(NC(=O)c3cc(C)oc3C)sc2c1	i	i	i	i	-9.7	i	i	i	i	i	i
COc1cccc(S(=O)(=O)N2CCN(Cc3ccc4c(c3)OCO4)CC2)c1	i	i	i	i	-9.5	i	i	i	i	i	i
(list continues)
SMILES	KCNQ1 inh	KCNK3 inh	MrgX1 agonist	ANO1 block	hERG rescue	KCNQ1 act	RGS4 inh	KCNK9 block	TMEM16A act	RGS4 pot	MrgX1 PAM
COc1cc(NC2c3ncccc3C(=O)N2Cc2ccco2)cc(OC)c1OC (stereo not drawn)	i	i	i	i	-4.4	i	i	i	i	i	i
C#CCOCCOCCOCCNc1nc(N2CCN(C(=O)[C@H](CCCCN)n3cc([C@@H](N)C(C)CC)nn3)CC2)nc(N2CCN(C(=O)[C@H](Cc3ccc(O)cc3)n3cc([C@@H](N)C(C)CC)nn3)CC2)n1 (stereo partly drawn)	i	i	i	i	-8.8	i	i	i	i	i	i
Clc1ccc(-c2nnc(-c3ccccc3)o2)c(Cl)c1	i	i	i	i	-9.4	i	i	i	i	i	i
Cc1cc(NC(=O)c2cncc(Br)c2)ccc1NC(=O)c1cc2ccccc2o1	i	i	i	i	-2.3	i	i	i	i	i	i
CC(C)n1c(-c2cccnc2)nc2cnccc21	i	i	i	i	-2.4	i	i	i	i	i	i
COC(=O)Nc1sccc1C(=O)Nc1sccc1C(=O)OC	i	i	i	i	-13.2	i	i	i	i	i	i
COCCn1c(SCC(=O)c2c(N)n(C)c(=O)n(C)c2=O)nc2ccccc21	i	i	i	i	-14.9	i	i	i	i	i	i
Cc1cc(C)c(C(=O)CC(=O)c2ccccc2Cl)c(O)c1	i	i	i	i	-5.0	i	i	i	i	i	i
Cc1ccc(Cn2cnc3c(cnn3-c3ccc(F)cc3)c2=O)cc1	i	i	i	i	-8.0	i	i	i	i	i	i
Cc1nc(N/N=C/c2ccc(O)cc2)c2cnn(-c3ccccc3)c2n1	i	i	i	i	-18.4	i	i	i	i	i	i
Cc1nnc(SCC(=O)Nc2ccccc2C(=O)NC2CC2)s1	i	i	i	i	-3.0	i	i	i	i	i	i
CCCCNS(=O)(=O)c1ccc2nc(SCC(=O)c3ccccc3OC)[nH]c2c1	i	i	i	i	-14.3	i	i	i	i	i	i
CCOc1ccc(NS(=O)(=O)c2ccc(OCC(=O)NCCCOC)cc2)cc1	i	i	i	i	-2.5	i	i	i	i	i	i
O=C(O)CC1(O)C(=O)N(Cc2ccccc2)c2ccccc21 (stereo not drawn)	i	i	i	i	-6.9	i	i	i	i	i	i
CCc1ccc(NC(=O)c2ccccc2NC(=O)C2CCCO2)cc1 (stereo not drawn)	i	i	i	i	-13.2	i	i	i	i	i	i
CN(CCC#N)C(=O)COC(=O)/C=C/c1ccc2c(c1)OCO2	i	i	i	i	-5.6	i	i	i	i	i	i
O=C(Oc1c(CN2CCOCC2)cc(Cl)c2cccnc12)c1ccccc1F	i	i	i	i	-20.7	i	i	i	i	i	i
O=S(=O)(c1ccccc1)N1CCN(S(=O)(=O)N2CCCCCC2)CC1	i	i	i	i	-3.4	i	i	i	i	i	i
Cn1c(=O)c2c(nc(OCCc3ccccc3)n2C)n(C)c1=O	i	i	i	i	-3.2	i	i	i	i	i	i
O=C(/C=C/NNC(=O)c1ccc(Br)cc1)c1ccccc1	i	i	i	i	-4.0	i	i	i	i	i	i
CCN(C(=O)c1cc2c(=O)n3ccccc3nc2n1CCCOC)C1CCCCC1	i	i	i	i	-9.9	i	i	i	i	i	i
Cc1ccc(S(=O)(=O)N2CCCOC2CNC(=O)C(=O)NCCN2CCOCC2)cc1 (stereo not drawn)	i	i	i	i	-6.0	i	i	i	i	i	i
O=C(NCC(=O)N1CCC(N2CCCCC2)CC1)C1CCCCC1	i	i	i	i	-5.9	i	i	i	i	i	i
Cc1ccc(N2CC(C(=O)Nc3cccnc3)CC2=O)cc1Cl (stereo not drawn)	i	i	i	i	-7.0	i	i	i	i	i	i
O=S(=O)(NCCCCCNS(=O)(=O)c1ccc(F)cc1)c1ccc(F)cc1	i	i	i	i	-7.3	i	i	i	i	i	i
(next part)
SMILES	KCNQ1 inh	KCNK3 inh	MrgX1 agonist	ANO1 block	hERG rescue	KCNQ1 act	RGS4 inh	KCNK9 block	TMEM16A act	RGS4 pot	MrgX1 PAM
COc1ccc2nc(NC(=O)C3CC(=O)N(c4ccccc4)C3)sc2c1 (stereo not drawn)	i	i	i	i	-9.7	i	i	i	i	i	i
O=C(O)Cn1ccc2cc(S(=O)(=O)N3CCCCCC3)ccc21	i	i	i	i	-7.2	i	i	i	i	i	i
CC(C(=O)Nc1ccc(F)c(F)c1)N1CCN(C)CC1 (stereo not drawn)	i	i	i	i	-6.1	i	i	i	i	i	i
FC(F)(F)c1cccc(-c2noc(CN3CCOCC3)n2)c1	i	i	i	i	-9.2	i	i	i	i	i	i
O=C(c1cccc2c1C(=O)N(Cc1cccnc1)C2)N1CCN(c2ccccc2)CC1	i	i	i	i	-5.2	i	i	i	i	i	i
CC1CCN(CC(CS(=O)(=O)c2ccc([N+](=O)[O-])cc2)N2CCC(C)CC2)CC1 (stereo not drawn)	i	i	i	i	-7.9	i	i	i	i	i	i
Cc1ccc(C(=O)COC(=O)c2ccccc2NC(=O)c2ccccc2)cc1[N+](=O)[O-]	i	i	i	i	-4.8	i	i	-8.98*	i	i	i
Cc1ccc2oc(=O)n(CC(=O)OC(C)C)c2c1	i	i	i	i	-3.7	i	i	i	i	i	i
CC(C)Nc1nc(NC(C)C)nc(N(C)C#N)n1	i	i	i	i	-8.4	i	i	i	x	i	i
Cc1cc(C)c(C#N)c(SCC(=O)C2CC2)n1	i	i	i	i	-0.5	i	i	i	i	i	i
COc1ccccc1NC(=O)CSc1nnc(CNC(=O)c2ccccc2F)o1	i	i	i	i	-7.5	i	i	i	i	i	i
